Screens: PubChem BioAssay, several laboratories
NS3 helicase inh = inhibitors of HCV NS3 helicase, primary screen, biochemical, Cy5 molecular beacon fluorescence | inhibition, % at 10.9 µM | 290,000 compounds, 0.56% hits | Hepatitis C virus NS3 helicase | NS3 helicase DNA unwinding;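 active = inhibition above the mean of all tested compounds plus 3 SD, set per campaign, cut at about 35% in these data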;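 also: 0% = DMSO wells and 100% = thioflavine S control wells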
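Measured by: Cy5 fluorescence, 0 and 60 min reads / Assay system: NS3 helicase fragment of HCV / Control set: low DMSO, high thioflavine S at 110 µM / Times: 1 h reaction at 25 °C, ATP-initiated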
OXTR ag = human OXTR agonists, primary screen, fluorescence, CHO-OTR cells, Fluo-8 calcium; 320,000 compounds, 0.32% hits; Fluo-8 calcium fluorescence; normalized: DMSO 0%, oxytocin 100%; activation, % at 3 µM;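 active = activation above the mean of all tested compounds plus 3 SD, cutoff set per screening run, cut at about 20% in these data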;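 also: peak over basal fluorescence ratio from a 100 s FLIPR kinetic read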
DNA FID counter = compounds displacing fluorescent DNA intercalator, primary screen, artefact control for HCV NS3 helicase inhibitor project, biochemical, FID fluorescence. 290,000 compounds, 0.17% hits. inhibition, % at 7.9 µM. DNA fluorescent intercalator displacement; in the data active = inhibition above about 37%;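 also: 0% = vehicle and 100% = reference compound; higher means more ethidium bromide displaced from hairpin DNA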
IMP-1 inh = IMP-1 metallo-beta-lactamase inhibitors, primary screen, biochemical, epi-absorbance readout, Pseudomonas aeruginosa enzyme; metallo-beta-lactamase IMP-1 (Pseudomonas aeruginosa); purified IMP-1, nitrocefin hydrolysis, epi-absorbance fluorescence; inhibition, % at 5.6 µM; 290,000 compounds, 0.45% hits; AID 1556, 2009;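 active = inhibition above the mean plus 3 SD of all compounds in the same screening run, cut at about 4.5% in these data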;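 also: 0% = IMP-1 with DMSO and 100% = DMSO wells lacking enzyme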
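assay system = purified recombinant IMP-1 metallo-beta-lactamase enzyme | schedule = 15 min preincubation plus 25 min reaction at 25 °C | signal = Epi-absorbance fluorescence, 480 nm excitation, 530 nm emission | read-out basis = percent inhibition from optical density relative to buffer-blank wells | controls = IMP-1 with DMSO as 0%, enzyme-free DMSO as 100%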
V1R ag counter = agonists of human V1a receptor, primary screen, counter-screen for OXTR agonist project, fluorescence, CHO-V1R cells | Vasopressin V1a receptor (Homo sapiens), P37288 | Fluo-8 calcium fluorescence, agonist mode; 0% DMSO, 100% 3 nM vasopressin | activation, % at 3 µM | 320,000 compounds, 0.25% hits | AID 2797, 2010;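 active = activation above the mean activation of all tested compounds plus 3 SD, per screening run, cut at about 20% in these data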;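 also: signal is peak over basal fluorescence ratio across a 100 second FLIPR read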
GPR7 antag = GPR7 receptor antagonists, primary screen, cell-based, fluorescence, single concentration; inhibition, % at 4.4 µM; Neuropeptides B/W receptor type 1 (Homo sapiens), P48145; 290,000 compounds, 1.1% hits; GPR7-expressing cells, fluorescence antagonist assay; AID 1861, 2009; in the data active = inhibition above about 16%, passing the limit was not always enough;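 also: cells stimulated with the agonist NPW; 0% = agonist with vehicle and 100% = vehicle without agonist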
Target sequence (P48145 whole entry, looked up): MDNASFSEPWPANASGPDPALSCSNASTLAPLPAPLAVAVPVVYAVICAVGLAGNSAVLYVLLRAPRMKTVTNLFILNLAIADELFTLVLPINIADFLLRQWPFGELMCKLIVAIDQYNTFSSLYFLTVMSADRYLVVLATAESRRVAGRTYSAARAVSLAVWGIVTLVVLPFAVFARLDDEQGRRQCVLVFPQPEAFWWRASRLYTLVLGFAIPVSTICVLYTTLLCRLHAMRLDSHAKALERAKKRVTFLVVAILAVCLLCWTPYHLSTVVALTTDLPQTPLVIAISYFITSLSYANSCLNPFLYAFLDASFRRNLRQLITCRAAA
PHOSPHO1 block = PubChem AID 1565; 290,000 compounds, 1.1% hits; Phosphoethanolamine/phosphocholine phosphatase (Homo sapiens), Q8TCT1; recombinant PHOSPHO1, absorbance phosphatase assay; inhibition, % at 13.3 µM; in the data active = inhibition above about 60%
Target sequence (Q8TCT1 whole entry, looked up): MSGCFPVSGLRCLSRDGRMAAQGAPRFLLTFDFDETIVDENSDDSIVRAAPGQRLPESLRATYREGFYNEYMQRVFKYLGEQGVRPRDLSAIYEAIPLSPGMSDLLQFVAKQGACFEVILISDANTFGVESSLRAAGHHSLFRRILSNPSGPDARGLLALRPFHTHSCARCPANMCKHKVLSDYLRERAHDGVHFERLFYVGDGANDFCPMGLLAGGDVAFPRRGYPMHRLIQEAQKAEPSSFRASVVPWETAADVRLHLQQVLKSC
VIM-2 inhibitor = VIM-2 metallo-beta-lactamase inhibitors, primary screen, biochemical, epi-absorbance readout, Pseudomonas aeruginosa enzyme; purified VIM-2, nitrocefin hydrolysis, epi-absorbance fluorescence; 290,000 compounds, 0.89% hits; inhibition, % at 5.6 µM;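 active = inhibition above the mean of all tested compounds plus 3 SD, cutoff set per screening run, cut at about 7.5% in these data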;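 also: red hydrolysis product quenches plate fluorescence so inhibitors raise well fluorescence; 0% = enzyme with DMSO and 100% = DMSO without enzyme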
GalR3 antagonist = GalR3 antagonists in HEK293 cells, primary screen, cell-based, fluorescence readout; 360,000 compounds, 0.44% hits; AID 651719, 2012; inhibition, % at 3 µM; Galanin receptor type 3 (Homo sapiens), O60755; HEK293 GalR3-CNG cAMP membrane potential fluorescence; galR3 body fused to GalR1 C-terminus;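 active = inhibition above the screen-wide average plus 3 SD, cut at about 13% in these data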;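 also: forskolin and galanin both at EC90 stimulate the cells; cAMP rise reported by CNG channel membrane potential dye signal; 0% = forskolin plus galanin with DMSO and 100% = forskolin alone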
Target sequence (O60755 1-299 limits assumed): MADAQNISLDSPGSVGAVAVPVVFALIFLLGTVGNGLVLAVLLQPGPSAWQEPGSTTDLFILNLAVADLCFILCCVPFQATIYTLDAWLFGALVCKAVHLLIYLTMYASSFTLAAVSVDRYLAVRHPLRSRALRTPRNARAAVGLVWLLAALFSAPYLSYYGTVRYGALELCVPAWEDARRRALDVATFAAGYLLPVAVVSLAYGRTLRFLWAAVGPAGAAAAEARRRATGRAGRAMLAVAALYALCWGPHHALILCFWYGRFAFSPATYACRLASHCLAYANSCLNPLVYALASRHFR
* marks the source's active call; other numbers are inactive results; nt = not tested or not shown; & = joins results of further samples. Only part of the results is shown; rates above refer to the full screens.

SMILES	NS3 helicase inh	OXTR ag	DNA FID counter	IMP-1 inh	V1R ag counter	GPR7 antag	PHOSPHO1 block	VIM-2 inhibitor	GalR3 antagonist
O=c1[nH]c(=O)n(Cc2ccco2)c(O)c1C=NCc1ccc2c(c1)OCO2	7.1	-0.8	-10.6	-1.8	0.4	16.4	57.3	-0.9	-3.8
COc1ccc(NC(=O)N2C[C@@H]3C[C@@H](C2)c2cccc(=O)n2C3)c(OC)c1	-1.1	0.8	5.3	0.4	0.8	-5.8	29.1	-2.2	-2.3
CCOC(=O)C(O)(c1ccc(NC(=O)NC2CCCCC2)cc1)C(F)(F)F (stereo not given)	-2.9	0.7	-15.6	-1.0	1.2	-6.8	1.7	-1.6	-4.8
CCC(=O)N1CC(=O)Nc2ccc(Cl)cc2C1c1ccc(F)cc1 (stereo not given)	1.2	-0.8	-10.0	-1.8	-0.8	1.7	10.4	0.1	-4.0
CN1CCC(O)(c2ccccc2)C(C(=O)c2ccccc2)C1 (stereo not given)	-3.3	0.5	-4.8	-1.8	-0.1	1.5	-1.5	-3.1	-2.8
O=c1[nH]c(=S)n(-c2ccccc2)c(O)c1/C=N/N1CCCCC1c1cccnc1 (stereo not given)	2.1	1.4	-13.5	-1.3	3.1	-3.3	29.8	-4.0	2.2
CC1(C)C[C@H]2C=C(C=O)[C@]3(C=O)C[C@]3(C)[C@H]2C1	4.1	1.9	-2.8	-1.2	1.5	3.7	-6.8	0.7	-5.0
Cc1ccc2ccccc2c1NC(=O)CNC1CCCCC1	-0.6	0.9	-0.3	-1.3	-1.1	7.7	52.9	-1.4	-6.4
Cc1ccc(NC(=S)NCCc2cnc[nH]2)cc1C	-1.9	1.0	-0.3	-3.2	0.2	-11.6	8.4	-4.4	-6.8
COP(=O)(OC)C(NC(C)=O)C(Cl)(Cl)Cl (stereo not given)	2.2	0.9	0.3	-2.0	0.5	-11.1	-0.4	-2.2	-4.0
COC(=O)C1=Nc2ccccc2/C1=C\c1c(O)n(-c2cc(OC)ccc2OC)c(=O)[nH]c1=O	6.9	0.0	-25.5	-2.0	1.2	-1.5	9.3	-2.2	-5.5
COc1ccccc1N1CCN(Cc2ccc(Br)s2)CC1	-12.8	-1.0	3.9	-1.6	-1.5	-2.4	0.2	-0.7	-1.6
CC(=O)N1CCN(c2ccc([N+](=O)[O-])cc2C=C2C(=O)NC(=O)NC2=O)CC1	5.3	-0.1	7.9	-2.3	0.9	-7.2	-26.4	-0.9	-2.7
CN(C)C(=O)Oc1ccc2nnc3ccnn3c2c1	-9.1	-0.5	-2.4	-1.5	-0.1	-14.6	27.0	1.2	-10.3
O=C(N/N=C/c1c(O)n(C2CC2)c(=S)[nH]c1=O)c1ccccc1	0.2	-1.0	-21.9	-4.9	0.3	12.4	3.9	-5.6	-4.7
CCc1ccc(-n2c(O)c(/C=N/N3CCCCC3c3cccnc3)c(=O)[nH]c2=O)cc1 (stereo not given)	1.8	0.3	-25.8	-0.9	-0.8	11.1	-0.8	-3.1	1.0
NC1=NC(c2cccnc2)n2c(nc3ccccc32)N1 (stereo not given)	-10.2	0.0	3.5	-1.7	1.8	-11.8	12.3	-2.1	1.8
COc1cc2c(cc1/C=C/[N+](=O)[O-])OCO2	8.2	nt	-8.7	-3.4	nt	-2.9	-10.1	-2.1	-1.2
CC[n+]1c(/C=C/N(C)c2ccccc2)sc2ccc(Cl)cc21	-2.9	-1.4	-3.3	-1.8	-0.7	-4.5	11.5	0.7	-3.7
Cc1cc(OCC(=O)NC2CCS(=O)(=O)C2)c2c3c(c(=O)oc2c1)CCC3 (stereo not given)	6.0	0.2	-0.9	-1.9	0.2	-5.2	-15.6	-1.2	-1.7
CN1CCN(c2ccc(N)c(N3CCN(C)CC3)c2)CC1	-5.6	0.3	22.3	-5.2	0.1	-8.5	23.6	2.2	-0.7
CCN1CCN(C(=O)COc2ccc(S(=O)(=O)N(C)Cc3ccccc3)cc2)CC1	-10.5	1.9	1.7	-2.3	5.6	-7.9	-2.3	-0.4	2.0
COc1ccc(OCC(=O)N2CCN(C(C)C)CC2)cc1	-5.0	0.1	3.6	-4.4	-0.7	-12.3	-8.0	0.5	-3.1
CC(C)CC(NC(=O)CCCNC(=O)CCC(=O)OC1O[C@H]2OC3(C)CC[C@H]4[C@H](C)CCC(C1C)C24OO3)C(=O)O (stereo not given in full)	-7.9	-0.9	-36.6	-1.9	0.4	0.4	27.3	-1.2	-8.6
CC12CCC3C(CC=C4CC(O)CCC43C)C1C/C(=C\c1cccc(F)c1)C2=O (stereo not given)	-9.2	-0.6	-1.5	-0.9	-0.1	12.5	3.6	-0.7	-1.1

Brought forward from above: five compounds, then new ones.
SMILES	NS3 helicase inh	OXTR ag	DNA FID counter	IMP-1 inh	V1R ag counter	GPR7 antag	PHOSPHO1 block	VIM-2 inhibitor	GalR3 antagonist
CN1CCN(c2ccc(N)c(N3CCN(C)CC3)c2)CC1	-5.6	0.3	22.3	-5.2	0.1	-8.5	23.6	2.2	-0.7
CCN1CCN(C(=O)COc2ccc(S(=O)(=O)N(C)Cc3ccccc3)cc2)CC1	-10.5	1.9	1.7	-2.3	5.6	-7.9	-2.3	-0.4	2.0
COc1ccc(OCC(=O)N2CCN(C(C)C)CC2)cc1	-5.0	0.1	3.6	-4.4	-0.7	-12.3	-8.0	0.5	-3.1
CC(C)CC(NC(=O)CCCNC(=O)CCC(=O)OC1O[C@H]2OC3(C)CC[C@H]4[C@H](C)CCC(C1C)C24OO3)C(=O)O (stereo not given in full)	-7.9	-0.9	-36.6	-1.9	0.4	0.4	27.3	-1.2	-8.6
CC12CCC3C(CC=C4CC(O)CCC43C)C1C/C(=C\c1cccc(F)c1)C2=O (stereo not given)	-9.2	-0.6	-1.5	-0.9	-0.1	12.5	3.6	-0.7	-1.1
Cc1cccc2c(CCN)c[nH]c12	-2.6	0.2	-2.8	-0.3	0.6	-9.7	-20.0	-0.6	-5.4
COc1ccc(-n2c(SC)nc3ccccc3c2=O)cc1	-2.2	-2.1	-13.1	-3.1	-0.4	-18.1	9.6	-1.6	-6.3
O=c1[nH]c(O)c(C=NC2CCN(Cc3ccccc3)CC2)c(=O)[nH]1	-4.3	-0.2	-6.4	-4.6	1.5	-3.6	nt	-2.2	-0.2
Cc1ccc(-c2nn(Cc3ccccc3)cc2C=O)cc1	8.0	-2.6	-5.4	-1.0	-0.8	-8.2	1.4	-1.5	1.1
CCn1ncc(/C=C2/CC3C4CC=C5CC(O)CCC5(C)C4CCC3(C)C2=O)c1C (stereo not given)	2.2	nt	0.2	-3.1	nt	-4.1	nt	-3.9	nt
CC1CC(C)CN(CC(=O)c2ccc(OC(F)F)cc2)C1 (stereo not given)	-8.1	-0.3	4.2	-2.0	0.6	1.7	-57.5	-2.0	-2.7
CC1=NN(c2ccccc2)C(=O)C1/C=C1\C(=O)NC(=O)N(c2ccc(C)c(C)c2)C1=O (stereo not given)	-3.5	2.6	-11.0	-5.7	1.1	-2.1	31.2	-1.0	1.6
Cc1ccc(C(=O)C2CN3CCC2CC3)cc1 (stereo not given)	0.9	1.4	-0.2	0.1	0.9	-15.3	9.7	-4.2	-3.5
COC(=O)CC(NC(=S)N1CC2C[C@@H](C1)Cn1c2cccc1=O)C(=O)OC (stereo not given in full)	2.2	0.4	-0.6	-0.6	0.0	-2.4	nt	0.0	-11.3
CCC(C)n1c(O)c(C=NCCN2CCOCC2)c(=O)[nH]c1=S (stereo not given)	11.9	0.9	-14.4	-2.3	0.8	0.6	20.3	-1.0	-5.4
O=C(NCC(c1cccnc1)N1CCN(c2ccc(F)cc2)CC1)Oc1ccccc1 (stereo not given)	-7.9	-1.1	-16.4	1.2	-0.5	-4.6	-2.3	0.1	-3.2
O=P1(Oc2ccccc2)CC=C[C@H](COCc2ccccc2)O1 (stereo not given in full)	nt	1.8	nt	nt	-1.3	nt	22.1	nt	-5.4
O=C(c1ccc(C(F)(F)F)cc1)C1CCCN(C2CCSCC2)C1 (stereo not given)	3.8	0.7	11.9	-2.3	0.8	-0.3	41.2	0.2	1.7
COCCCn1c(N)c(C(=O)Nc2sc3c(c2C(=O)OC)CCCC3)c2nc3ccccc3nc21	-0.7	0.4	-1.3	-3.0	1.3	-10.9	15.3	-2.1	4.4
COc1ccccc1NC1(C#N)CCCCC1	0.5	0.7	-2.0	-2.9	1.1	-5.4	23.3	-2.7	-2.2
O=[N+]([O-])c1cc(F)c(N2CCCC2)cc1Br	-4.2	9.1	8.6	-3.4	8.1	0.0	1.4	1.9	0.2
CN(C)CC1CCCCC1=O (stereo not given)	3.7	0.5	-1.4	-3.3	1.6	-13.7	-9.9	-3.4	-2.7
COc1c(C)cc(C(=O)C2CCCN(Cc3cccc(C)n3)C2)cc1C (stereo not given)	-2.0	-0.3	9.3	-4.1	0.5	-3.4	-12.5	-3.8	-4.7
COc1ccc(CCN(C)Cc2ccncc2)cc1OC	-0.1	1.9	9.8	-3.8	1.1	-8.1	29.0	-1.4	nt
COCc1c(CN)cnc(C)c1N	-9.1	0.3	1.1	-0.6	1.9	-5.5	16.3	0.1	4.1
COc1ccc(-n2c(-c3ccccc3[N+](=O)[O-])nc3ccccc3c2=O)cc1	2.8	nt	-26.9	-0.9	nt	-5.6	46.6	-0.5	-6.2
Cc1cccc(-n2c(O)c(/C=C3/C(c4ccccc4)=Nc4ccccc43)c(=O)[nH]c2=O)c1	-1.7	-0.1	-9.3	0.6	3.8	8.7	34.7	0.3	-2.5
FCCN(CCF)c1cccc(Cl)c1	2.2	1.6	-6.5	-2.9	0.1	-17.4	46.6	1.8	-7.0
CC(C)Oc1cccc(NC(=O)c2cccn(Cc3ccc4c(c3)OC(F)(F)O4)c2=O)c1	-2.6	0.0	0.7	-1.0	1.1	-2.6	-7.7	1.9	-3.7
CCN(CC)P(=S)(c1c(C)nc2ccccn12)c1c(C)nc2ccccn12	-1.6	-0.1	-37.5	-1.2	-0.4	5.8	-14.2	0.2	-0.1
CC(NC(C)(C)C)C(=O)c1cccc(Cl)c1 (stereo not given)	6.5	0.4&0.2	1.8	0.5	0.6&0.4	7.3	3.5	1.6	2.4

Two entries from above in another layout.
| Structure | NS3 helicase inh | OXTR ag | DNA FID counter | IMP-1 inh | V1R ag counter | GPR7 antag | PHOSPHO1 block | VIM-2 inhibitor | GalR3 antagonist |
| --- | --- | --- | --- | --- | --- | --- | --- | --- | --- |
| COc1ccc(CCN(C)Cc2ccncc2)cc1OC | -0.1 | 1.9 | 9.8 | -3.8 | 1.1 | -8.1 | 29.0 | -1.4 | nt |
| COc1ccc(-n2c(SC)nc3ccccc3c2=O)cc1 | -2.2 | -2.1 | -13.1 | -3.1 | -0.4 | -18.1 | 9.6 | -1.6 | -6.3 |
